# TCR-CD3 inh: inhibitors of human TCR-CD3 interaction. TAMRA-labeled TCR probe fluorescence, biochemical. AID 651800. inhibition, % at 9.4 µM. hit rate 0.37% among 360,000; in the data active = inhibition above about 19%;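 also: recombinant mutant TCR 2C K166C tagged with TAMRA read by polarization; 0% = receptor in buffer alone and 100% = receptor with positive control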
# UHRF1 MBD2 ctr: UHRF1 methyl-DNA binding inhibition | Q96T88 | UHRF1 binding to methylated oligo, TR-FRET | inhibition, % at 4.4 µM | hit rate 0.75% among 370,000 | AID 687016; in the data active = inhibition above about 21%;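 also: UHRF1 SRA domain binding a hemimethylated CpG hairpin DNA probe; 0% = median of test compound wells and 100% = reference inhibitor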
# SIAE primary: inhibitors of human sialic acid acetylesterase SIAE. inhibition, % at 9.66 µM. AID 1053197. Q9HAT2. SIAE FP-Rh probe binding, fluorescence polarization. hit rate 0.69% among 370,000;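 active = inhibition above a cutoff: mean of compounds within the control limits plus 3 SD of those, cut at about 17% in these data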;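 also: 0% = plate median of compound wells and 100% = probe without SIAE protein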
# DDE Tn7 FP inh: inhibitors of Tn7 peptide binding to human fibrin DD(E); FP displacement of FITC-Tn7 peptide from fibrin DD(E); 0% = median of compound wells per plate; P02675; hit rate 0.13% among 370,000; inhibition, % at 8.3 µM; AID 720508;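 active = inhibition above the mean of compounds falling within the control limits plus 3 SD of them, cut at about 14% in these data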;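 also: 0% = plate median of compound wells and 100% = 10 µM Aha-Tn7 peptide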
#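 Test system – human fibrin DD(E) · Times – 10 min preincubation, 3 h with tracer, room temperature · Detection – fluorescence polarization of the labelled Tn7 tracer · Measure – percent inhibition normalized to high-control wells · Benchmarks – high control wells with 10 µM unlabelled Aha-Tn7 peptide (full inhibition) · Repeats – singlicate testing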
# DDE Tn6 FP inh: inhibitors of Tn6 peptide binding to human fibrin DD(E); hit rate 0.21% among 370,000; AID 720509; P02675; inhibition, % at 8.3 µM; Fibrin DD(E) TRITC-Tn6 fluorescence polarization displacement;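 active = inhibition above a per-campaign cutoff: mean of compounds within control limits plus 3 SD, cut at about 15% in these data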;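 also: 0% = median of all compound wells on the plate and 100% = blocking peptide control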
# LEDGF integ inh: blocks HIV-1 LEDGF/p75-dependent DNA integration | TR-FRET IN-LEDGF/p75 DNA integration, Eu/Cy5 | inhibition, % at 3.7 µM | hit rate 0.64% among 370,000;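 active = inhibition above the screen-wide mean plus 3 SD, cut at about 13% in these data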;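 also: signal is the Cy5 over europium emission ratio at 671 and 618 nm; 0% = plate median of compound wells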
# MBD2 DNA inh: blocks human MBD2 binding to methylated DNA; Q9UBB5; TR-FRET, MBD2 binding to methylated oligonucleotide; inhibition, % at 4.4 µM; hit rate 0.31% among 370,000; in the data active = inhibition above about 13%
# Target sequence (Q9UBB5 whole entry, looked up): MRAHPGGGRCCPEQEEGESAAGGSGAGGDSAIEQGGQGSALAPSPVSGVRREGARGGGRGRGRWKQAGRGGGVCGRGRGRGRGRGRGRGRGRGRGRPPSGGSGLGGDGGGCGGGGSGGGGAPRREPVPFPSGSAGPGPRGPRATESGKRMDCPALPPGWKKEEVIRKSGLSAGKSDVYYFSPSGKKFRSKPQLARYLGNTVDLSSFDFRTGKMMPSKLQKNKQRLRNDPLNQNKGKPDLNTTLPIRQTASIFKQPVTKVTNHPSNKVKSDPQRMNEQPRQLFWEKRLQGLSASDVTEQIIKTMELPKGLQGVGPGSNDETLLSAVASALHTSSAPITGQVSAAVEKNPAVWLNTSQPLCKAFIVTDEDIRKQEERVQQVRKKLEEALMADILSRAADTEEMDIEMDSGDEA
# PRMT1 inh: PRMT1 (human) inhibition, primary screen. recombinant PRMT1, activity-based probe fluorescence polarization. inhibition, % at 2.79 µM. hit rate 1.3% among 370,000;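 active = inhibition above about 21% made by adding two undisclosed values, limit read from the data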
# TDP2 absorb: TDP2 (human) inhibition, absorbance primary screen | O95551 | recombinant TDP2, T5PNP hydrolysis, p-nitrophenol absorbance 415 nm | inhibition, % at 12.8 µM | hit rate 0.34% among 370,000;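 active = inhibition above the mean of all tested compounds plus 3 SD, set per campaign, cut at about 25% in these data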;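 also: 0% = DMSO with enzyme and 100% = buffer with substrate but no TDP2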
#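 System – recombinant human TDP2 · Quantity – TDP2 enzyme at 120 nM final · Doses – single concentration, 12.8 µM nominal, with 1% DMSO · Incubation – 2 h at 37 °C · Measured by – epi absorbance of p-nitrophenol freed from T5PNP by hydrolysis · Read-out – % inhibition relative to enzyme-containing and enzyme-free wells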
# proKLK7 act: proKLK7 (human) activation, primary screen; P49862; purified proKLK7, EDANS-DABCYL substrate fluorescence; 100% is mature enzyme control, 0% vehicle; activation, % at 7 µM; hit rate 0.9% among 370,000; AID 652039;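 active = activation above the mean of all tested compounds plus 3 SD, computed per campaign excluding outliers beyond control limits, cut at about 13% in these data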
# Target sequence (P49862 whole entry, looked up): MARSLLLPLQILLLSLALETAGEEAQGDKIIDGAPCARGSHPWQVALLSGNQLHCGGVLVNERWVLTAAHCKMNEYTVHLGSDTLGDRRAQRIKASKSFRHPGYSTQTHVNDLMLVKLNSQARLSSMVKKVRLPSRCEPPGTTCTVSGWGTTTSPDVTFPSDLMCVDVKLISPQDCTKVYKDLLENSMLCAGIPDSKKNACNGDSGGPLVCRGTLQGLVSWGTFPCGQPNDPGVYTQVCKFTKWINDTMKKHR
# Numbers without * were called inactive; . = not tested or not shown.
SMILES,TCR-CD3 inh,UHRF1 MBD2 ctr,SIAE primary,DDE Tn7 FP inh,DDE Tn6 FP inh,LEDGF integ inh,MBD2 DNA inh,PRMT1 inh,TDP2 absorb,proKLK7 act
C(=N\Nc1nn[nH]n1)/c1ccccc1,6,-2,5,-5,-2,-1,-3,5,2,-0.2
COc1cccc(-n2cc(C(=O)NCCCOC(C)C)c3ccccc3c2=O)c1,5,1,2,-5,3,1,-7,0,5,0.0
O=C1CC(c2ccccc2)CC(O)=C1C=NCc1ccncc1 (configuration not stated),10,0,0,2,-1,2,1,0,-6,0.1
Cc1ccccc1CC(=O)N1CCC(n2nnc3ncccc32)CC1,.,-1,1,-3,-1,1,1,3,1,0.8
CC(C)Oc1cccc(C(=O)C2CCCN(S(C)(=O)=O)C2)c1 (configuration not stated),0,1,-1,7,-1,-4,3,0,3,0.7
Cc1ccc2c(c1)Oc1ccccc1C=C2C(=O)O,8,-1,7,-3,1,1,-1,-4,-4,-0.4
CN1CCC[C@@H]1CCNC(=O)c1c(-c2ccc3c(c2)OCO3)noc1-c1ccsc1,6,0,1,7,4,-1,0,1,14,0.4
CSc1nc2sc3c(c2c(=O)[nH]1)CCC3,11,-2,-7,-5,8,-1,-3,0,2,-0.1
C#CCOC(=O)Nc1cc(C)n(-c2ccccc2)n1,2,-3,3,2,3,5,-6,-3,-8,-0.5
Cc1ccccc1NS(=O)(=O)c1ccc(C(=O)N2CCCCCC2)cc1,2,1,7,-8,3,4,-3,-10,-7,-0.1
Cc1ccc(NC(=S)N2CCN(C)CC2)c(C)c1,0,2,5,-2,-12,0,3,2,-1,0.0
C/C(Cn1ncc(N2CCOCC2)c(Cl)c1=O)=N\O,1,1,0,-4,-9,-3,6,-1,3,-0.4
O=C(COC(=O)CC1CC2CCC1C2)Nc1ccc(Cl)c(S(=O)(=O)N2CCOCC2)c1 (configuration not stated),1,-3,4,3,1,-3,-5,0,0,0.4
CCC(=O)Nc1sc(Cc2ccccc2)c(C)c1C(N)=O,3,-1,-7,2,-3,-5,5,11,5,0.7
CC(Sc1nc(N)c(NC(=O)c2ccc(Br)o2)c(=O)[nH]1)C(=O)O (configuration not stated),3,0,-1,4,8,3,-2,3,0,0.9
O=C1N=c2ccccc2=C1c1sc(=S)n(Cc2ccccc2Cl)c1O,1,2,-1,-5,-1,2,-1,0,-4,0.1
Clc1ccc(CSc2nnc(-c3ccncc3)s2)cc1,-6,6,1,4,-2,-1,7,-1,1,-0.3
O=C(N/N=C/c1ccc2c(c1)OCO2)C1COc2ccccc2O1 (configuration not stated),0,-6,-4,-1,-2,-2,-5,-1,-4,-0.2
N#Cc1cc(Oc2ccc3ccccc3c2)c(-n2nnc3ccccc32)cc1C#N,1,11,-3,-7,-2,-1,8,0,1,0.5
Cc1cc2c(nn1)CCc1c-2no[n+]1[O-],7,-1,-2,2,3,-3,-5,2,-5,0.3
CCCOC(=O)c1ccc(NC(=O)c2ccc(Br)o2)cc1,7,1,-9,6,5,1,-6,-3,-4,0.3
Cc1cc(SCNC(=O)c2ccccc2)nc(C(C)C)n1,3,-1,-3,-8,3,6,-4,11,9,0.0
CCNc1ccccc(-c2ccc3ccccc3n2)c1=O,-1,-5,11,-3,3,3,-9,2,5,0.1
CC(=O)c1cccc(NC(=O)c2ccc3ccccc3c2)c1,-6,3,-14,9,-6,-3,2,-5,3,0.1
COC(=O)CSc1nc(C)c2c(n1)CCCC2,7,1,-5,-3,0,3,0,-2,11,0.5

# More results.
SMILES,TCR-CD3 inh,UHRF1 MBD2 ctr,SIAE primary,DDE Tn7 FP inh,DDE Tn6 FP inh,LEDGF integ inh,MBD2 DNA inh,PRMT1 inh,TDP2 absorb,proKLK7 act
Cc1ccccc1NC(=O)c1ccc(CN2CC(=O)N3CCCCC3C2=O)cc1 (configuration not stated),2,5,-8,-3,-2,2,4,4,-3,-0.5
C/C(=N\NC(N)=O)C1CC(Cc2ccccc2)C(=O)O1 (configuration not stated),2,-1,12,4,6,-3,-3,-2,-1,-0.6
Cc1ccc(C(=O)Nc2ccc(O)cc2C(=O)O)cc1,-2,-4,1,13,-3,-6,-7,-1,-2,0.7
C=CCNC(=O)c1ccc(Sc2ccccc2)c([N+](=O)[O-])c1,3,-1,-3,-1,4,-7,1,0,7,0.2
COc1ccc(-c2ccc3c(c2)S(=O)(=O)c2cccc(C(=O)NCCOc4ccccc4Cl)c2C3=O)cc1OC,-4,8,-10,-5,-11,1,13,1,-1,2.6
COCCN(C(=O)COC(=O)C1CC(=O)N(c2ccc(C)cc2)C1)c1c(N)n(Cc2ccccc2)c(=O)[nH]c1=O (configuration not stated),3,17,5,-1,-2,3,-2,2,10,-0.1
CCCCn1c(CCC(=O)O)nc2cc(S(=O)(=O)N(C)C)ccc21,7,-1,2,-2,0,-2,-1,-5,8,-0.2
O=C(C1CCN(S(=O)(=O)c2ccc(F)cc2)CC1)N1CCCC(C(F)(F)F)C1 (configuration not stated),-1,1,-3,-4,0,-9,-1,7,-5,-0.4
CC1(C)OC(=O)C(=CNc2ccc(F)cc2)C(=O)O1,-1,3,1,1,-8,-1,1,6,3,-0.2
COc1ccc2[nH]cc(C(=O)CNc3nc(C)cs3)c2c1,13,-2,2,1,-4,-4,-3,7,-10,-0.3
OCCN1CCN(Cc2cccc(Oc3ccc(Cl)cc3)c2)CC1,1,14,-4,2,5,-4,5,1,4,0.0
NC(=O)C1CCN(C(=O)c2cc(Cl)c3c(c2)OCCO3)CC1,11,-1,4,4,4,-1,-3,-3,5,-0.6
CC(C)(C)NC(=O)NC(=O)COC(=O)C1(C)CC1(Cl)Cl (configuration not stated),4,0,1,0,-1,1,-2,-1,-12,0.7
COCCn1c(SCC(=O)NNC(=O)Cc2ccccc2)nc2ccccc2c1=O,6,-1,5,3,-1,0,-3,-1,8,0.8
O=C(NCc1ccc(F)cc1)c1cccc2c1C(=O)c1ccc(N3CCC(Cc4ccccc4)CC3)cc1S2(=O)=O,1,0,-31,8,-12,2,-1,-1,1,-0.1
O=C1CS/C(=N/N=C/c2ccco2)N1Cc1ccc(F)cc1,-7,2,-9,7,5,-4,1,10,-5,0.5
CCn1cc([N+](=O)[O-])nc1C,8,0,-4,5,2,3,1,-1,5,0.3
CCN(CC)S(=O)(=O)c1cccc(C(=O)N/N=C/c2cc(OC)c(O)c(OC)c2)c1,1,-3,0,-3,-9,4,-2,-1,6,-0.2
